From PubChem
NR3A LBD binder – modulators (binders) of human NR3A ligand-binding domain; 2.5% of 340,000 active; AID 1259313; Tm shift relative to glycine control, % at 25 µM; NR3A LBD differential scanning fluorimetry, Tm shift; 0% = protein alone, 100% = glycine-bound protein;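 active = melting temperature shift of at least 10% of the positive control shift, at one fixed dose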
APJ agonist – APJ receptor agonism; P35414; CHO-K1 APJ PathHunter beta-arrestin, luminescence; 0% DMSO wells, 100% apelin; activation, % at 20 µM; 0.11% of 330,000 active;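 active = activation more than six SD over the plate average, tested at 20 µM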;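 also: 0% = DMSO alone and 100% = apelin-13 at 10 nM; some results filed as inactive read as strong as hits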
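Test system: CHO-K1 APJ beta-arrestin complementation cell line | Compound: Single test compound dose, 20 µM final, 1% DMSO | Incubation: Compound 90 min 25 °C, reagent 1 h | Measured by: beta-gal luminescence | Read-out basis: APJ–arrestin association signal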
XBP1 UPR activ – adaptive UPR (XBP1) activation; CHO-XBP1 luciferase reporter, IRE1-XBP1 UPR activation, luminescence; percent of tunicamycin response, DMSO as zero; activation, % at 20 µM; 0.33% of 330,000 active;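 active = versus positive control, 20 µM dose yields 30% or more activation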;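 also: 100% = tunicamycin at 10 µg/mL and 0% = DMSO only wells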
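Material – CHO cell line with stable XBP1 luciferase reporter · Buffer or medium – F12 plus 10% FBS · Compound – single point, 20 µM final compound, 1% DMSO · Schedule – 16-18 h cell attachment at 37 °C, then 6 h compound exposure · Signal – Steady-Glo luminescence read · Benchmarks – high control tunicamycin 10 µg/mL final, low control DMSO vehicle only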
UPR CHOP act – apoptotic UPR (CHOP) activation; activation, % at 10 µM; CHO-CHOP luciferase reporter, luminescence; percent of tunicamycin response over DMSO baseline; AID 449763; 0.34% of 330,000 active;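 active = at 10 µM dose, activation of 40% or more, normalized to positive control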;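 also: 100% = tunicamycin at 10 µg/mL and 0% = DMSO alone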
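assay system = CHO CHOP reporter cells | amount = 500 CHO-CHOP cells per well | buffer or medium = F12 with 10% FBS | incubation = 16-18 h cell attachment, then 6 h compound exposure, 37 °C | detection = luminescence read with Steady-Glo | read-out = percent activation relative to tunicamycin control | controls = tunicamycin high control, DMSO low control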
tim10-1 inh – growth inhibitors of tim10-1 mutant yeast | AID 463190 | inhibition, % at 20 µM | S. cerevisiae tim10-1 ts strain growth, BacTiter-Glo, 24 h | 2.2% of 330,000 active;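 active = inhibition of at least 40%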;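 also: mutant grown at 25 °C; 0% = DMSO wells with yeast and 100% = wells holding no yeast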
NLRP3 yeast inh – NALP3 inhibition in yeast; inhibition, % at 10 µM; Yeast reconstituted NLRP3/ASC/caspase-1, beta-gal luminescence, 24 h; 0.39% of 330,000 active;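 active = inhibition of 50% or more; inactive = inhibition below 50%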;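 also: plate controls were induced DMSO wells for no effect and uninduced yeast grown without galactose for full effect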
TIM10 inh – TIM10 yeast growth inhibition | 1.4% of 330,000 active | inhibition, % at 10 µM | S. cerevisiae TIM10 strain growth, BacTiter-Glo luminescence, 24 h | AID 463195;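 active = inhibition of 40% or more at the single tested concentration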;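 also: wild-type TIM10 isogenic control strain grown at permissive 25 °C; 0% = DMSO yeast wells and 100% = minimal medium wells without yeast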
tim23-1 inh – growth inhibitors of tim23-1 mutant yeast | S. cerevisiae tim23-1 growth, BacTiter-Glo luminescence, 24 h | inhibition, % at 20 µM | 1.3% of 330,000 active;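 active = growth inhibition of the mutant yeast at or above 50%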;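 also: temperature-sensitive mutant grown at 25 °C; plate controls were DMSO-treated mutant yeast for no effect and medium wells lacking yeast for full effect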
Mdm2 MdmX PPI – human Mdm2/MdmX binding inhibition | SaOS-2 split-luciferase Mdm2/MdmX complementation, luminescence | inhibition, % at 8 µM | 3% of 330,000 active | O15151+Q00987;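 active = inhibition of at least 50% at 8 µM in the primary screen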
Target sequence (O15151 whole entry, looked up): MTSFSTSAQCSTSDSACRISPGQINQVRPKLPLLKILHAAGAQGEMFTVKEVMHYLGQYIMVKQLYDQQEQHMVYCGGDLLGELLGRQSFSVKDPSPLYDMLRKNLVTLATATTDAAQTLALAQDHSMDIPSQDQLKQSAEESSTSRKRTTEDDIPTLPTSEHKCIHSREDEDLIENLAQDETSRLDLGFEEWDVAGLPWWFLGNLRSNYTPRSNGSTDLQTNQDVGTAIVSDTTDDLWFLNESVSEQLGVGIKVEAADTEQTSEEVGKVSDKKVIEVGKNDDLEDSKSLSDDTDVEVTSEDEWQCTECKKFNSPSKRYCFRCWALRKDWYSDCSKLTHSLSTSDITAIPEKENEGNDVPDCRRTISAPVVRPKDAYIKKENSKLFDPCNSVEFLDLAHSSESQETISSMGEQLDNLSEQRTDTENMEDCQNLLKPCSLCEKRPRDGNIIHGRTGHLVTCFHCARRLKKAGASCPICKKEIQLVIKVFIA
Target sequence (Q00987 whole entry, looked up): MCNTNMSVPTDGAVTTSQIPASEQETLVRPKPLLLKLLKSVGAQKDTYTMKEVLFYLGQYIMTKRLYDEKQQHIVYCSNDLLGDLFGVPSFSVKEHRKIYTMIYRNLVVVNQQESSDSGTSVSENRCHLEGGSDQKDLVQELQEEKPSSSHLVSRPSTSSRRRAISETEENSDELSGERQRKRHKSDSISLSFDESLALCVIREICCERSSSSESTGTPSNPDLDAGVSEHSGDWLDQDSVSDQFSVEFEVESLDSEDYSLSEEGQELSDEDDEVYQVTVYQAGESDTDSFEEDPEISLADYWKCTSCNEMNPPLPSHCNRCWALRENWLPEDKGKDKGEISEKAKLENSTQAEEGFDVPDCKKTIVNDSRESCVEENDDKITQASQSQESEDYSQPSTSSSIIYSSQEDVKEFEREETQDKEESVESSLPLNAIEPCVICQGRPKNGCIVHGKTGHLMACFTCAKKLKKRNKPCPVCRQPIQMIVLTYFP
An asterisk follows results filed as active. No enrichment for hits; any-hit rate near 8.2%.

Codes – A = NR3A LBD binder; B = APJ agonist; C = XBP1 UPR activ; D = UPR CHOP act; E = tim10-1 inh; F = NLRP3 yeast inh; G = TIM10 inh; H = tim23-1 inh; I = Mdm2 MdmX PPI
O=C(Nc1ccc([N+](=O)[O-])cc1)C1CC1(c1ccccc1)c1ccccc1 (stereo unspecified)
  A = 6 | B = -2 | C = -3 | D = -0.7 | E = 1 | F = 6 | G = -4 | H = 0 | I = 46
COC(=O)N/N=C\c1c(C)[nH]n(-c2ccccc2)c1=O
  A = 1 | B = -1 | C = 0 | D = 6.2 | E = 2 | F = 7 | G = 12 | H = -9 | I = -31
CCc1c(C)c(C#N)c2nc3ccccc3n2c1-n1nc(C)cc1C
  A = -1 | B = -1 | C = -2 | D = -0.2 | E = 9 | F = 9 | G = 17 | H = 37 | I = 9
CCOc1ccc(C(=O)NNC(=O)CCNC(=O)c2ccco2)cc1OC
  A = 0 | B = -2 | C = 2 | D = 0.1 | E = 2 | F = 2 | G = 2 | H = 7 | I = 20
CCOC(=O)N1CCN(Cc2cn[nH]c2-c2cc3ccccc3o2)CC1
  A = -1 | B = 0 | C = 0 | D = 2.2 | E = 12 | F = 8 | G = -19 | H = 14 | I = 6
COc1ccc2c(c1)CCc1c(C(=O)NCCN3CCOCC3)noc1-2
  A = -2 | B = -3 | C = 0 | D = 0.2 | E = 14 | F = 12 | G = 0 | H = 29 | I = -44
Cc1c(/C=N/NC(=O)c2ccc(Br)o2)cnn1C
  A = 0 | B = 1 | C = 1 | D = -1.3 | E = -25 | F = 13 | G = -6 | H = -18 | I = 16
COc1ccc(C2C3=C(CC(C)(C)CC3=O)Oc3ncn(CCCn4ccnc4)c(=N)c32)cc1 (stereo unspecified)
  A = -4 | B = 0 | C = 1 | D = -3.3 | E = 20 | F = 10 | G = -10 | H = 7 | I = -3
Cc1ccc(S(=O)(=O)NCc2ccc(/C=C(/C#N)C(=O)NCc3ccccc3)o2)cc1
  A = -5 | B = -6 | C = -1 | D = -0.3 | E = 34 | F = 14 | G = 16 | H = 19 | I = 2
CC(C)(C)NC(=O)/C(=C/c1cccnc1)NC(=O)c1ccco1
  A = 0 | B = 0 | C = 4 | D = -1.5 | E = -15 | F = 19 | G = -18 | H = 2 | I = 29
Cn1c(=O)c2c(nc(CN3CCc4ccccc4C3)n2Cc2ccccc2F)n(C)c1=O
  A = 0 | B = -3 | C = -2 | D = -0.7 | E = 26 | F = 8 | G = 22 | H = 32 | I = 49
Cc1n[nH]c(C)c1S(=O)(=O)N1CCCC(C(=O)N2CCc3ccccc32)C1 (stereo unspecified)
  A = 0 | B = 2 | C = 1 | D = 0.2 | E = 8 | F = -1 | G = 9 | H = 6 | I = 18
CC(C)Cc1nnc(NC(=O)Cc2ccc([N+](=O)[O-])cc2)s1
  A = -5 | B = 5 | C = 0 | D = -1.2 | E = -5 | F = -5 | G = -1 | H = -6 | I = 23
CCCCNc1c2c(nc3c(-c4ccccc4)c(C)nn13)CCC2
  A = -1 | B = -3 | C = -1 | D = 0.8 | E = 26 | F = 4 | G = 22 | H = 31 | I = 17
O=C(O)c1ccc(-c2ncc[nH]2)cc1
  A = -1 | B = -2 | C = -2 | D = -1.0 | E = -5 | F = -3 | G = 0 | H = 10 | I = 1
O=S(=O)(Nn1cnnc1)c1ccccc1Cl
  A = 0 | B = 0 | C = -4 | D = -1.6 | E = 5 | F = 13 | G = 3 | H = 11 | I = 2
CN(CC(=O)NCC(c1ccco1)N1CCCCC1)S(=O)(=O)c1ccc(Cl)cc1 (stereo unspecified)
  A = -2 | B = 9 | C = -3 | D = 0.0 | E = 13 | F = 16 | G = 6 | H = 26 | I = 4
Cc1ccc2[nH]c(C(=O)N3CCCC(Nc4ccc(F)cc4)C3)cc2c1 (stereo unspecified)
  A = -3 | B = -3 | C = -3 | D = 1.1 | E = 51* | F = 26 | G = 17 | H = 36 | I = 17
O=C(COC(=O)CCc1ccccc1)Nc1cc(S(=O)(=O)N2CCOCC2)ccc1N1CCCC1
  A = -2 | B = -3 | C = 0 | D = 1.1 | E = 6 | F = 16 | G = 1 | H = 5 | I = -5
COc1ccc(-c2nc(CN3CCN(C(=O)c4ccco4)CC3)c(C)o2)c(F)c1
  A = 7 | B = 2 | C = 0 | D = -0.8 | E = 3 | F = 3 | G = 0 | H = 12 | I = 15
CCc1ccc(/C=N/NC(=O)c2c[nH]c3ccccc23)s1
  A = 30* | B = -4 | C = 3 | D = 3.4 | E = -63 | F = 0 | G = -27 | H = 28 | I = -35
Cc1ccc(C(C)NC(=O)c2ccncc2)c(C)c1 (stereo unspecified)
  A = 0 | B = 1 | C = -3 | D = 4.6 | E = -30 | F = 14 | G = -21 | H = -1 | I = 4
CCn1c(=O)n(CC)c2cc(NC(=O)c3ccccc3Cl)ccc21
  A = -2 | B = -1 | C = 1 | D = -1.1 | E = 3 | F = 12 | G = -5 | H = 13 | I = -11
COc1ccccc1C(=O)NCCC(=O)NCC(c1ccc(F)cc1)N1CCOCC1 (stereo unspecified)
  A = 2 | B = -1 | C = 1 | D = 0.4 | E = 4 | F = 8 | G = 1 | H = 6 | I = 6
O=C(NCCc1ccccc1)C1CCN(S(=O)(=O)c2cccc3nsnc23)CC1
  A = 0 | B = -4 | C = -4 | D = -0.7 | E = 7 | F = 15 | G = 3 | H = 3 | I = 18

In another format: entries from further up
Screens in order: NR3A LBD binder, APJ agonist, XBP1 UPR activ, UPR CHOP act, tim10-1 inh, NLRP3 yeast inh, TIM10 inh, tim23-1 inh, Mdm2 MdmX PPI
COc1ccc2c(c1)CCc1c(C(=O)NCCN3CCOCC3)noc1-2
→ -2, -3, 0, 0.2, 14, 12, 0, 29, -44
Cc1c(/C=N/NC(=O)c2ccc(Br)o2)cnn1C
→ 0, 1, 1, -1.3, -25, 13, -6, -18, 16
COc1ccc(C2C3=C(CC(C)(C)CC3=O)Oc3ncn(CCCn4ccnc4)c(=N)c32)cc1 (stereo unspecified)
→ -4, 0, 1, -3.3, 20, 10, -10, 7, -3
Cc1ccc(S(=O)(=O)NCc2ccc(/C=C(/C#N)C(=O)NCc3ccccc3)o2)cc1
→ -5, -6, -1, -0.3, 34, 14, 16, 19, 2
CC(C)(C)NC(=O)/C(=C/c1cccnc1)NC(=O)c1ccco1
→ 0, 0, 4, -1.5, -15, 19, -18, 2, 29
Cn1c(=O)c2c(nc(CN3CCc4ccccc4C3)n2Cc2ccccc2F)n(C)c1=O
→ 0, -3, -2, -0.7, 26, 8, 22, 32, 49
Cc1n[nH]c(C)c1S(=O)(=O)N1CCCC(C(=O)N2CCc3ccccc32)C1 (stereo unspecified)
→ 0, 2, 1, 0.2, 8, -1, 9, 6, 18
CC(C)Cc1nnc(NC(=O)Cc2ccc([N+](=O)[O-])cc2)s1
→ -5, 5, 0, -1.2, -5, -5, -1, -6, 23
CCCCNc1c2c(nc3c(-c4ccccc4)c(C)nn13)CCC2
→ -1, -3, -1, 0.8, 26, 4, 22, 31, 17
